OX1R antag-1: OX1R (human) antagonism; inhibition, % at 6.6 µM; O43613; hit rate 1.8% among 330,000; AID 485270; OX1R-expressing cells, FRET antagonist read-out; in the data active means inhibition mostly above about 38%, no sharp cut-off; inactive means mostly below about 40%;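 further: 0% = agonist challenge alone and 100% = reference antagonist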
Target sequence (O43613 whole entry, looked up): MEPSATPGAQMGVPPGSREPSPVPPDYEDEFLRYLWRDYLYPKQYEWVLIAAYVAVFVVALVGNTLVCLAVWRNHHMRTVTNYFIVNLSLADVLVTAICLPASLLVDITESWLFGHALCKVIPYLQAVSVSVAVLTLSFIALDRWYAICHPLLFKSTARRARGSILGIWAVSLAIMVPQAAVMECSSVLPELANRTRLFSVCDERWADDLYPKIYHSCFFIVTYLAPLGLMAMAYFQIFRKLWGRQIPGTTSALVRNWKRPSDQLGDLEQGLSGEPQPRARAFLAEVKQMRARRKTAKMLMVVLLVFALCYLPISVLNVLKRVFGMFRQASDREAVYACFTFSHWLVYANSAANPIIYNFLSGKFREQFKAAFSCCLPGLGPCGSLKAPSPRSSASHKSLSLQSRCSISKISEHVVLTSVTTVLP
OX1R antag-2: antagonists of human orexin 1 receptor; O43613; CHO/OX1R cells, Fluo-8 calcium fluorescence, orexin A; inhibition, % at 5 µM; hit rate 0.43% among 330,000; AID 434989;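 active means inhibition above its plate's threshold, mean inhibition of all tested compounds on the plate plus 3 SD, cut at about 37% in these data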;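 further: 0% = orexin A challenge wells and 100% = SB-334867-A antagonist wells; not every result past the cut was called active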
Starred values were filed as active, the others as inactive.

Compound,OX1R antag-1,OX1R antag-2
Cc1cc(Cl)ccc1OCC(=O)NCc1ccncc1,2,-6
Cn1nc(C(=O)OCC(=O)Nc2ccc(SC(F)F)cc2)c2ccccc2c1=O,5,21
O=C(NCc1ccco1)c1cccc2ccccc12,10,-18
O=C(N/N=C(\Cc1ncc[nH]1)c1ccccc1)c1ccccc1,16,-23
Cc1nc([N+](=O)[O-])c(Sc2nc3ccccc3n2C)n1Cc1ccccc1,20,-7
CNC(=O)CN(c1cc(OCCOC)c(Cl)cc1Cl)S(=O)(=O)c1ccccc1,24,-22
Nc1cc(=O)[nH]c(=O)n1-c1ccc(Cl)cc1,30,5
COc1cc(/C=N/NC(=O)c2cc(-c3ccccc3C)nc3ccccc23)cc(OC)c1O,6,-44
Cc1ccnc(SCc2cc(=O)c(OC(=O)c3cc([N+](=O)[O-])ccc3Cl)co2)n1,20,0
CC(=O)Nc1ccc(-n2c(C)ccc2-c2ccccc2)cc1,6,-23
COc1ccc(C(=O)N2CCN(c3nnnn3-c3ccccc3)CC2)cc1OC,9,-3
COc1ccc(NCc2cc3cc(OC)ccc3[nH]c2=O)cc1,47*,-34
CC1(C)c2ccccc2N2CC(=O)N[C@@]21/C=C/C=C/c1ccccc1,40,-4
COc1ccc(C(=O)C2CCCN(Cc3cc(Cl)ccc3O)C2)c(OC)c1 (centres undefined),19,-16
O=C(Nc1cccc(O)c1)c1cccc(S(=O)(=O)N2CCCC2)c1,10,-21
Cc1cccc(NNC(=S)Nc2c(C)cccc2C)c1,8,-15
CC(=O)Nc1ccc(S(=O)(=O)N(C)CC(=O)N(C)Cc2sccc2C)cc1,9,-7
CCCCC(CC)CNC(=O)C1C2C=CC(C2)C1C(=O)O (centres undefined),12,-7
Cc1ccccc1OCCC(=O)Nc1ccc(F)c(Cl)c1,24,4
c1ccc(CCNc2ccc3nncn3n2)cc1,10,-3
COc1ccc([C@H]2CC(=O)C=C(c3ccccc3-c3ccccc3)C2)cc1,2,-22
CC(=O)C1=C(O)C(=O)N(c2ccccn2)C1c1ccc(C)cc1 (centres undefined),9,-16
NC(=O)c1c(NC(=O)Cn2cnc([N+](=O)[O-])n2)sc2c1CCCC2,20,2
CC1=CC(C)(C)N=C(Nc2ccc(C)cc2)S1,-3,-19
Cn1c(CCC(=O)OCC(=O)NCc2ccccc2Cl)nc(=O)c2ccccc21,15,-8
CC12CCC(=O)C=C1CCC1C2C(=O)CC2(C)C1CC[C@]2(O)C(=O)CO (some centres undefined),-1,-11
CCC1(CC)C(=O)NN(c2ccccc2)C1=O,6,-14
COC(=O)c1ccc(C2SCC(=O)N2Cc2ccccc2)cc1 (centres undefined),0,-22
CCC(=O)N(C1=C(NC)C(=O)c2ccccc2C1=O)C(C)C,80*,-22
Cc1ccc(-c2nc(CNC(=O)c3ccco3)cs2)cc1,6,-17

The list continues.
Compound,OX1R antag-1,OX1R antag-2
O=C(COc1ccc(Cl)cc1)NCCc1ccccn1,-2,-10
CCCOP(=O)(c1ccc(N(C)C)cc1)C(Nc1ccccc1)c1ccc(C)cc1 (centres undefined),2,-49
CC(=O)c1c(C)[nH]c(C2=NNC(=NC(C)(C)C)SC2)c1C,27,-20
Cc1ccc(CNC(=O)CCc2c(C)[nH]c(=O)c(C#N)c2C)cc1,5,4
O=C(N/N=C1\CC2CC=CC12)c1ccc(Br)cc1 (centres undefined),12,-10
CCN(CC(=O)NCc1ccco1)S(=O)(=O)c1ccc(OC)cc1,13,-16
Cc1sc(NC(=O)C2=COCCO2)nc1-c1ccc(Br)cc1,26,-26
Cc1oc(-c2ccccc2F)nc1CS(=O)(=O)CC(=O)NC1CCCC1,5,-22
Cc1c(OCC(=O)NC2CCN(Cc3ccccc3)CC2)ccc2c3c(c(=O)oc12)CCC3,3,-17
COc1ccc(S(=O)(=O)/N=C2/NC(=O)/C(=C\c3ccco3)S2)cc1,42,-2
COc1cc(OC)c(C(=O)Nc2ccc(N(C)C)cc2)cc1OC,16,-8
CC(C)Cc1ccc(CN2CCCC(NC(=O)CCN3CCCCC3=O)C2)cc1 (centres undefined),12,-5
COc1ccc(C(=O)Nn2c(SCc3ccc([N+](=O)[O-])cc3)nc3ccccc3c2=O)cc1,17,-4
CCOc1ccccc1OCC(=O)N/N=C(\C)Cc1ccc(OC)cc1,10,-7
O=c1oc(-c2cccc(S(=O)(=O)N3CCOCC3)c2)nc2ccccc12,7,-14
Cc1ccc(S(=O)(=O)N2CCN(C(=O)C(Cc3ccccc3)NC(=O)c3ccccc3)CC2)cc1 (centres undefined),5,-2
O=C(CN(C(=O)CCC(=O)Nc1nccs1)c1ccc(F)cc1)NCc1ccccc1,19,-10
COc1ccc(C(C)NC(=O)c2ccc(Br)cc2)cc1OC (centres undefined),5,-23
Cc1ccc(CNC(=O)C2CC(c3cccc([N+](=O)[O-])c3)=NO2)o1 (centres undefined),29,-12
CCOCCCNC(=O)c1ccc(CS(=O)(=O)c2cccc(C(F)(F)F)c2)o1,7,-13
COc1cccc(/C=N/NC(=O)c2ccc(-c3ccccc3)cc2)c1O,24,-19
CSc1ccccc1NC(=O)c1noc(C)c1[N+](=O)[O-],29,-9
COc1cccc(Cn2c(-c3nonc3N)nc3ccccc32)c1,14,-21
Cn1nccc1NC(=O)CC(CC(=O)O)c1ccccc1 (centres undefined),-2,20
Cc1cccc2cc(CNCC3CCCO3)c(Cl)nc12 (centres undefined),18,-19
COc1ccc(C2CC(c3ccccc3)=NN2c2ccc(S(N)(=O)=O)cc2)cc1 (centres undefined),9,-7
COC(=O)C1=C(N)Oc2cc(C)n(CC3CCCO3)c(=O)c2C1c1ccccc1OC (centres undefined),-2,-15
CCCOC(=O)C(C)n1cnc2scc(-c3ccc(C)cc3)c2c1=O (centres undefined),5,-34
COc1ccc(C(c2c(C)n(C)n(-c3ccccc3)c2=O)c2c(C)n(C)n(-c3ccccc3)c2=O)c(OC)c1OC,7,-9
COCCCNC(=O)c1c(N)n(/N=C/c2cccs2)c2nc3ccccc3nc12,25,-13

Further structures
Compound,OX1R antag-1,OX1R antag-2
CCOC(=O)c1nc(N)c(C(=O)OCC)[nH]1,9,-8
CCCNC(=S)N1CCC(NC(=O)c2ccc(OC)cc2)CC1,7,-5
Cc1nc2sc(C(c3ccco3)N3CCc4ccccc4C3)c(O)n2n1 (centres undefined),6,-15
Cc1ccc(NC(=S)Nc2ccc3nc(-c4ccccn4)c(-c4ccccn4)nc3c2)cc1C,26,-19
CCc1n[nH]c(=O)c2cc3cc(OC)ccc3n12,2,-22
Cn1c(SCC(=O)O)nnc1-c1ccc(NC(=O)c2ccc(Cl)c(Cl)c2)cc1,6,0
Cc1ccc(S(=O)(=O)N(C)Cc2ccccc2)cc1C(=O)N1CCCCC1,14,-33
CCOC(=O)c1ccc(-n2c(=S)sc3c(=O)[nH]c(C)nc32)cc1,15,-10
Cc1ccc(S(=O)(=O)NCC(=O)OCC(=O)NC(=O)c2cccn2C)cc1,25,-23
O=C(O)C1CSCN1S(=O)(=O)c1cccc2nsnc12 (centres undefined),41*,-6
O=C(CSc1ccccc1F)NCC(c1cccs1)N1CCOCC1 (centres undefined),-3,-1
N#Cc1cc2c(nc1SCC(O)CS(=O)(=O)Cc1ccc(Cl)cc1)CCCC2 (centres undefined),25,-18
Cc1ccccc1NC(=O)CSCCO,15,-7
O=C(c1cc2sccc2n1Cc1ccccc1)N1CCN(c2nc3ccccc3s2)CC1,17,-10
O=C(CCN1C(=O)c2ccccc2C1=O)CN1CCOCC1,13,-5
COc1cc(-c2nc(C)c(C(C)=O)n2O)ccc1OCC(=O)Nc1ccc(F)cc1,10,-18
CC(C)c1ccc(NS(=O)(=O)c2ccc3[nH]cc(C(=O)N4CCC(C(N)=O)CC4)c(=O)c3c2)cc1,22,-5
CC(C)(C)NC(=O)/C=C/c1cccs1,11,-5
Cc1ccc(CN2C(=O)CSC(C)C2=O)cc1 (centres undefined),6,-23
CCn1cc(C(=O)N2CCN(c3ccc(F)cc3)CC2)c2cc(OC)c(OC)cc2c1=O,14,-17
COc1ccc(Cl)cc1NS(=O)(=O)c1ccc(S(=O)(=O)N2CCCC2)cc1,34,36
CCN1CCN(C(c2ccc(F)cc2)c2nnnn2Cc2ccc3c(c2)OCO3)CC1 (centres undefined),10,-12
Cc1ccc(CN2CCSc3sccc3C2=O)cc1,15,-20
CC(NC(=O)c1ccc(Br)cc1)C(=O)NC1=NCCS1 (centres undefined),1,-14
O=C(Nc1ccc(S(=O)(=O)N2CCc3ccccc32)cc1)c1ccco1,18,0
O=C(Cc1cccc(F)c1F)NC1CCCN(Cc2ccc(Cl)cc2)C1 (centres undefined),9,-47
COc1ccccc1N1CCN(C/C=C/c2ccc(N(C)C)cc2)CC1,21,-22
COc1ccc(/C=C2\CCC(C3CCCC3)C2=O)cc1Cn1cccn1 (centres undefined),12,-37
CC1Sc2ccc(S(=O)(=O)NCCc3ccc(S(N)(=O)=O)cc3)cc2NC1=O (centres undefined),20,1
Cc1ccc(NC(=O)CN2C(=O)S/C(=C\c3ccc(OCC(=O)O)c(Br)c3)C2=O)cc1,0,10

3 entries picked at random from those above, as already listed:
Compound,OX1R antag-1,OX1R antag-2
Cc1ccc(-c2nc(CNC(=O)c3ccco3)cs2)cc1,6,-17
Cn1c(SCC(=O)O)nnc1-c1ccc(NC(=O)c2ccc(Cl)c(Cl)c2)cc1,6,0
Cc1ccnc(SCc2cc(=O)c(OC(=O)c3cc([N+](=O)[O-])ccc3Cl)co2)n1,20,0

(listing goes on)
Compound,OX1R antag-1,OX1R antag-2
CCOC(=O)c1ccc(NC(=O)CCc2ccc(CC)o2)cc1,15,-28
CCCCN=C1CC(C)(C)CC(=O)/C1=C(/O)CCC,14,-15
c1csc(CSc2nnc3sc4ccccc4n23)c1,16,-18
COC(=O)c1ccc(/C=N/NC(=O)C(=O)N2CCCCCC2)cc1,45,-12
Cc1cc(Br)ccc1OCc1nc(-c2cccnc2)no1,10,-19
CC(=O)c1ccc(N2CCN(c3ncccn3)CC2)c([N+](=O)[O-])c1,30,3
CCC1=Nc2cc(C(=O)NCCCN3CCOCC3)ccc2Sc2ccc(Br)cc21,0,-23
CN(C(=O)CSc1nc2ccc(Cl)cc2[nH]1)C1CCS(=O)(=O)C1 (centres undefined),5,-11
O=S(=O)(NC1CCCC1)c1ccc(S(=O)(=O)N(Cc2cccs2)CC2CCCO2)cc1 (centres undefined),33,-15
O=C(COc1cccc2c1CCNC2=O)Nc1cccc(C(F)(F)F)c1,11,-8
Nc1nc(C2CCCCC2)cs1,5,1
CC1(C)CC(=O)C2=C(C1)OC1=C(C2)C(=O)CC(C)(C)C1,-4,0
CCCOc1ccc(-c2c(C(=O)N/N=C(\C)c3cccs3)nnn2-c2nonc2N)cc1,7,-22
CC(=O)Oc1oc(-c2ccccc2)nc1/C=N/c1ccccn1,9,-9
COCCn1nnnc1C(CC(C)C)N1CCN(c2ccccc2)CC1 (centres undefined),17,-21
CCOC(=O)C(Cc1ccccc1)C(=O)Nc1ccccc1C (centres undefined),7,-24
COc1ccc(-c2nnc(Nc3ccc(CC(N)=O)cc3)c3ccccc23)cc1,21,-15
O=C(COc1ccccc1Cl)Nc1ccc(S(=O)(=O)Nc2ccccn2)cc1,-3,-34
Cc1ccc(CNC(=O)C2C3C=CC(C3)C2C(=O)O)cc1 (centres undefined),12,-30
O=C(Nc1ccc(-c2csnn2)cc1)C(Cl)(Cl)Cl,18,-13
N/C(=N\OC(=O)COc1ccc(Br)cc1)c1ccncc1,12,0
COc1ccc(-n2c(C(C)(C)C)csc2=Nc2c(C)n(C)n(-c3ccccc3)c2=O)cc1,11,-14
CC(C)Oc1cccc(OCCN2C(=O)c3ccccc3C2=O)c1,14,-8
Cc1cccc(-n2c(O)cnc2Nc2nc(C)cc(C)n2)c1,21,-12
C=C(C)c1cccc(C(C)(C)NC(=O)Nn2cnnc2)c1,3,-16
CC1CCC(C(=O)NNC(=O)c2cc(-c3ccco3)[nH]n2)CC1 (centres undefined),24,2
COc1cccc(N=C2SC(CC(=O)Nc3ccccc3)C(=O)N2Cc2ccccn2)c1 (centres undefined),3,-16
NC(=O)C1CCN(C(=O)CN(c2cccc(C(F)(F)F)c2)S(=O)(=O)c2ccccc2)CC1,17,-22
Cc1cc(NC(=O)C(C)SCC(=O)OCc2ccc(Cl)cc2Cl)no1 (centres undefined),0,-16
COc1cccc(C(=O)/C=C/Nc2ccc(S(=O)(=O)Nc3ccc(C(C)=O)cc3)cc2)c1,18,18
CCOC(=O)CC(=O)CSc1nc2c(cc1C#N)CCC2,15,-8
COc1ccc(C(=O)COC(=O)c2cccc(-n3cnnn3)c2)c(OC)c1,20,-18

Arranged by the number under OX1R antag-2 (largest number first): seven from the list above.
Compound,OX1R antag-1,OX1R antag-2
Nc1nc(C2CCCCC2)cs1,5,1
N/C(=N\OC(=O)COc1ccc(Br)cc1)c1ccncc1,12,0
CN(C(=O)CSc1nc2ccc(Cl)cc2[nH]1)C1CCS(=O)(=O)C1 (centres undefined),5,-11
O=C(Nc1ccc(-c2csnn2)cc1)C(Cl)(Cl)Cl,18,-13
COc1ccc(-c2nnc(Nc3ccc(CC(N)=O)cc3)c3ccccc23)cc1,21,-15
c1csc(CSc2nnc3sc4ccccc4n23)c1,16,-18
Cc1cc(Br)ccc1OCc1nc(-c2cccnc2)no1,10,-19

From PubChem

Rows were taken by chance; about 2.1% have a hit in one of these screens.
